Compound activity from PubChem BioAssay.
PAX8 inh HTS = inhibitors of PAX8-driven TPO luciferase reporter, primary screen, RMG-I cells, single concentration; SteadyGlo, 24 h; inhibition, % at 12.6 µM; hit rate 1.2% among 360,000;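 active = mean replicate inhibition at least 60% with every replicate also reaching 60%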;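 also: luciferase light reporting Pax8 driven TPO promoter activity; plate controls were median of neutral control wells for no effect and mitoxantrone controls for full effect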
LGR2 antag = inhibitors of bursicon-induced LGR2 CRE-luciferase signal, primary screen, cell-based, HEK293, CRE-luciferase reporter, bursicon stimulation. Drosophila bursicon receptor LGR2 (rickets). bursicon-stimulated, 4 h. inhibition, % at 9.99 µM. hit rate 0.35% among 380,000;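 active = drop in luminescence signal, shown as inhibition above about 50% in the replicate tests, limit read from the data, passing the limit was not always enough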;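 also: agonist challenge used bursicon conditioned medium at about half maximal strength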
FN deposit inh = inhibitors of fibronectin matrix deposition, primary screen, AH1F cells, Alexa488-fibronectin fluorescence, plate reader | AH1F fibroblasts, overnight | hit rate 0.086% among 350,000 | AID 743247, 2014 | inhibition, % at 12.6 µM;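 active = mean inhibition across replicates of 30% or more, regardless of how many single replicates reach that level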;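 also: positive control wells lacked labelled fibronectin entirely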
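Assay system: AH1F fibroblasts assembling fluorescent fibronectin matrix; Amount: 10000 AH1F cells per well; Buffer or medium: DMEM, 2% serum; Probe or stimulus: Alexa488-fibronectin, 24 nM final in well; Doses: single compound dose, delivered by pin transfer; Incubation: 1 h adhesion, overnight exposure; Measured by: fluorescence 485/525 nm; Read-out: fibronectin deposition inhibition.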
CASP6 VEID inh = human caspase-6 inhibitors, primary screen, biochemical, VEID-R110 fluorescence, single point, set 2. hit rate 0.53% among 350,000. inhibition, % at 12.5 µM. purified caspase-6, Z-VEID-R110 cleavage fluorescence. P55212;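 active = mean inhibition across replicates at least about 35%, with every replicate also reaching that limit, limit read from the data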;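 also: 0% = median of neutral control wells and 100% = no fluorescence left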
Target sequence (P55212 24-179 limits assumed): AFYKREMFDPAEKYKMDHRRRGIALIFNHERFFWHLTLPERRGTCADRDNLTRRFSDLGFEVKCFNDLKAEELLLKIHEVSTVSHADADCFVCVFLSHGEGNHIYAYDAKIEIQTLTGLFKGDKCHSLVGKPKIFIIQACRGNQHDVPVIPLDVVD
Target sequence (P55212 194-293 limits assumed): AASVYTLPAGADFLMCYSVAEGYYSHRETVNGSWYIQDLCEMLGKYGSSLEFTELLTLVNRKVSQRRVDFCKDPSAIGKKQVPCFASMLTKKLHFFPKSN
An asterisk follows results filed as active; . = no result given; & = joins results of further samples. Some of the compounds tested, so the mix of outcomes need not match the whole.

| SMILES | CASP6 VEID inh | FN deposit inh | LGR2 antag | PAX8 inh HTS |
| --- | --- | --- | --- | --- |
| CC(C)(C)NC(=O)c1cc(Cl)ccc1[N+](=O)[O-] | . | 9 | -3 | 16 |
| COCc1cc(/C=N\NC(=O)COc2ccc(Cl)cc2)ccc1OC | . | 2 | 6 | 1 |
| Cn1cc(/C=C/c2nc3ccccc3c(=O)n2-c2cccc([N+](=O)[O-])c2)c2ccccc21 | . | -1 | -1 | -11 |
| O=C(/C=C/c1cccc([N+](=O)[O-])c1)NCCSCc1ccccc1Cl | . | -2 | -21 | -8 |
| O=C(N/N=C\c1cn[nH]c1-c1ccccc1)c1ccc([N+](=O)[O-])cc1 | . | 1 | 0 | 5 |
| CCSc1nc2[nH]ncc2c(=O)[nH]1 | . | 6 | -4 | 7 |
| Cc1nnc(SCC(=O)Nc2ccccc2C(=O)NC2CC2)s1 | . | 6 | 9 | -14 |
| O=C(CSc1nc2ccc(Cl)cc2[nH]1)Nc1ccc2c(c1)CCC2 | . | 3 | -13 | 3 |
| COc1cc(OC)cc(C(=O)Nc2ccc(S(=O)(=O)Nc3cc(C)on3)cc2)c1 | . | -2 | -10 | 5 |
| Cc1ccc(-c2csc(NC(=S)NC(=O)c3ccco3)n2)cc1 | . | 0 | 5 | -7 |
| Cc1cc(C)c(C#N)c(SCc2c(F)cccc2[N+](=O)[O-])n1 | . | -6 | 6 | 12 |
| COc1ccc(NC(=O)c2ccccc2NS(=O)(=O)c2ccc(C)cc2)c([N+](=O)[O-])c1 | . | -2 | 28 | 18 |
| CCOc1ccccc1OCCNC1CCCC1 | . | -6 | 12 | -8 |
| COc1ccc(N2C(=O)c3ccccc3NC2c2ccc(OC)c(Cn3nnc4ccccc43)c2)cc1 (stereo not drawn) | . | 4 | -12 | -72 |
| C1CN=C(NC23CC4CC(CC(C4)C2)C3)C1 | . | -3 | -8 | -6 |
| CC1CCC(C(C)C)C(OC(=O)COC(=O)c2ccc(N)cc2)C1 (stereo not drawn) | . | -2 | 14 | 10 |
| CCCCC(=O)N/N=C(\C)CC(=O)Nc1ccccc1Br | . | -1 | 18 | -3 |
| C/C(=N\NC(=O)COc1ccc(C(C)(C)C)cc1)c1ccc(OC(F)F)cc1 | . | 0 | 0 | -11 |
| CCCOc1ccc(OCCN2CCCC(C)C2)cc1 (stereo not drawn) | . | -12 | 8 | 8 |
| O=C(/C=C/c1ccccc1Cl)Nn1cnc2ccccc2c1=O | . | 6 | 0 | -16 |
| Cc1cccc(N(CC(=O)O)CC(=O)O)c1 | . | -5 | -24 | -12 |
| CN(c1ccccc1C(=O)Nc1ccc(S(=O)(=O)N2CCOCC2)cc1)S(C)(=O)=O | . | 2 | -1 | 10 |
| CNc1ccccc1C(C)(C)c1cc(-c2cc(C)cc(C)c2)no1 | . | -1 | 17 | 4 |
| C/C(=N/NC(=O)Cc1cc(=O)[nH][nH]1)c1ccc([N+](=O)[O-])cc1 | . | 1 | 4 | -1 |
| CCCCC1S/C(=N/N=C/c2cccs2)NC1=O (stereo not drawn) | . | 0 | -12 | -8 |
| CCOC(=O)c1nnc(-c2ccc(C)cc2)nc1N1CCSCC1 | . | 4 | -24 | -14 |
| O=C(N/N=C/C1CC2CCC1C2)c1ccc2c(c1)OCO2 (stereo not drawn) | . | -3 | 0 | -22 |
| Cc1cccc(Nc2nnc(SCC(=O)NCc3cccs3)s2)c1C | . | 3 | -1 | -2 |
| Cc1cc(C)n(CC(=O)N2N=C(C(F)F)CC2(O)C(F)F)n1 (stereo not drawn) | . | 10 | -1 | 1 |
| CC(CCc1ccccc1)NC(=O)C(=O)Nc1ccccc1 (stereo not drawn) | . | -3 | -66 | -108 |
| Cc1cc(/C=N/NC(N)=S)c(C)n1-c1ccc(Cl)cc1 | . | -4 | 16 | 28 |
| Cc1cc(C)nc(NS(=O)(=O)c2ccc(NC(=O)CN3C(=O)S/C(=C\c4ccccc4)C3=O)cc2)n1 | . | -8 | -7 | -1 |
| Cc1cc2cc(CN3C(=O)c4ccccc4C3=O)ccc2n1C | . | -2 | -8 | 16 |
| CCC(C)(C(=O)NC1CCCCC1)N(Cc1cccs1)C(=O)c1ccc(=O)[nH]c1 (stereo not drawn) | . | 3 | 9 | 16 |
| O=C(Nc1ccccc1C(=O)NC(Cc1ccccc1)C(=O)NC1CCCCC1)c1ccccc1 (stereo not drawn) | . | -5 | -21 | -18 |
| O=S(=O)(NC1=NCCC1)c1cccc(NC(=S)NCCc2ccccc2)c1 | . | 1 | -10 | -21 |
| O=C(NC(=S)NCc1ccccc1)c1ccccc1 | . | 2 | 11 | 8 |
| Cc1ccc(-c2nc(N)sc2-c2ccccc2)cc1C | . | -5 | -7 | -13 |
| Cc1c(Cl)cccc1NC(=S)NCc1ccc2c(c1)OCO2 | . | 10 | 14 | -15 |
| CCCCNC(=S)NNC(=O)c1ccc(Br)o1 | . | 2 | -2 | -51 |
| Cc1c(Br)c([N+](=O)[O-])nn1CC(=O)Nc1ccc(Cc2ccncc2)cc1 | . | 4 | 1 | 9 |
| COc1ccc(S(=O)(=O)NC(C)C)cc1C(=O)NC1CCCCC1 | . | -2 | -15 | -3 |
| Cc1ccnc(SCc2cc(=O)c(OC(=O)c3ccco3)co2)n1 | . | 0 | 9 | -1 |
| Cc1ccc(NC(=O)c2cccc(N3C(=O)C4C5CCC(C5)C4C3=O)c2)c(C)c1 (stereo not drawn) | . | -1 | -13 | -5 |
| Cc1nn(C)c(C(=O)NNC(=S)NC2CCCCC2)c1Cl | . | -8 | 5 | 12 |

The last six compounds of the part before open the next one.
| SMILES | CASP6 VEID inh | FN deposit inh | LGR2 antag | PAX8 inh HTS |
| --- | --- | --- | --- | --- |
| CCCCNC(=S)NNC(=O)c1ccc(Br)o1 | . | 2 | -2 | -51 |
| Cc1c(Br)c([N+](=O)[O-])nn1CC(=O)Nc1ccc(Cc2ccncc2)cc1 | . | 4 | 1 | 9 |
| COc1ccc(S(=O)(=O)NC(C)C)cc1C(=O)NC1CCCCC1 | . | -2 | -15 | -3 |
| Cc1ccnc(SCc2cc(=O)c(OC(=O)c3ccco3)co2)n1 | . | 0 | 9 | -1 |
| Cc1ccc(NC(=O)c2cccc(N3C(=O)C4C5CCC(C5)C4C3=O)c2)c(C)c1 (stereo not drawn) | . | -1 | -13 | -5 |
| Cc1nn(C)c(C(=O)NNC(=S)NC2CCCCC2)c1Cl | . | -8 | 5 | 12 |
| COCCNC(=O)c1cccc(NS(=O)(=O)c2cccc3cccnc23)c1 | . | 4 | 8 | -5 |
| Cc1ccc(/C=C/C(=O)Nc2ccccc2C(N)=O)cc1 | . | -10 | -11 | -147 |
| CCOc1ccc(Cc2n[nH]c(=S)n2N)cc1 | . | 3 | 6 | -8 |
| CC(NC(=O)CSC(=S)N(C)C)C12CC3CC(CC(C3)C1)C2 (stereo not drawn) | . | -6 | 2 | 6 |
| COCC(=O)N1[C@H](CO)[C@H](c2ccc(C#CC(C)C)cc2)[C@@H]1CNC(C)=O | 2 | 5 | -9 | . |
| O=C(NC[C@H]1N[C@H](CO)[C@@H]1c1ccc(C2=CCCC2)cc1)C1CCCC1 | 1 | -16 | -23 | . |
| C/C=C/c1ccc([C@H]2[C@@H](CO)N(C(=O)NCCC)[C@H]2CN(C)C(=O)CC)cc1 | 4 | -8 | 7 | . |
| COc1ccccc1C#Cc1ccc2c(c1)[C@H]1[C@H](CCN1C(=O)c1ccncc1)[C@@H](CO)N2 | -2 | -9 | 2 | . |
| O=C(NC[C@H]1N[C@H](CO)[C@@H]1c1ccc(C2=CCCC2)cc1)C1CCCCC1 | -2 | -20 | 7 | . |
| O=C(NC[C@H]1[C@@H](c2ccccc2)[C@@H](CO)N1Cc1ccccn1)NC1CCCC1 | 0 | -18 | -1 | . |
| CO[C@@H]1CN(C)C(=O)c2cc(NC(=O)c3ccno3)ccc2OC[C@H](C)NC[C@H]1C | -1 | -6 | 1 | . |
| CCS(=O)(=O)N1[C@H](CO)[C@H](c2ccccc2)[C@@H]1CN(C)Cc1ccccn1 | 1 | -3 | -9 | . |
| CO[C@H]1CN(C)C(=O)c2ccc(NC(=O)c3cc(C)on3)cc2OC[C@H](C)N(C)C[C@@H]1C | -4 | -3 | 14 | . |
| CC(=O)N1[C@H](CO)[C@H](c2ccc(C3=CCCCC3)cc2)[C@@H]1CNC(=O)CC1CC1 | -2 | -3 | 17 | . |
| COc1ccc(-c2ccc([C@@H]3[C@H](CN(C)S(C)(=O)=O)N[C@@H]3CO)cc2)cc1 | -2 | 0 | -9 | . |
| CNC[C@@H]1Oc2ncc(-c3cncnc3)cc2C(=O)N([C@H](C)CO)C[C@@H]1C | 4 | -15 | 0 | . |
| CCCC#Cc1ccc([C@H]2[C@@H](CO)N(C(C)=O)[C@H]2CNC(=O)C2CCCC2)cc1 | 2 | -10 | -3 | . |
| O=S(=O)(c1ccccc1)N1CC2(C1)[C@@H](c1ccccc1)[C@H](CO)N2CC1CC1 | -1 | 8 | 10 | . |
| C/C=C/c1ccc([C@H]2[C@@H](CO)N(C(=O)C3CC3)[C@@H]2CNC(=O)NC(C)C)cc1 | -1 | -1 | -1 | . |
| C/C=C/c1ccc([C@H]2[C@@H](CO)N[C@@H]2CNC(=O)C2CCCC2)cc1 | 0 | 13 | -14 | . |
| COc1ccccc1C#Cc1ccc2c(c1)[C@@H]1[C@@H](CCN1C(=O)c1ccc(F)cc1)[C@H](CO)N2 | 2 | 7 | 7 | . |
| COc1ccccc1NC(=O)N1[C@@H]2CNC[C@H]1C2c1ccc(-c2ccccc2OC)cc1 (stereo partly drawn) | -1&-3 | 1&4 | 13&3 | . |
| CCC(=O)N1[C@H](CO)[C@H](c2ccc(-c3ccccc3)cc2)[C@@H]1CNC(=O)C1CC1 | -1 | -13 | 13 | . |
| COc1cccc(NC(=O)N2CC3(C2)[C@H](c2ccccc2)[C@H](CO)N3C(=O)C2CCC2)c1 | -1 | 12 | 3 | . |
| COc1cccc(NC(=O)N[C@H]2C=C[C@H](CC(=O)N3CCOCC3)O[C@H]2CO)c1 | -4 | -19 | -2 | . |
| C/C=C/c1ccc2c(c1)[C@@H]1[C@@H](CCN1S(=O)(=O)c1cccc(F)c1)[C@H](CO)N2 | -2 | 20 | 2 | . |
| C/C=C/c1ccc([C@H]2[C@@H](CO)N(C(=O)NC(C)C)[C@H]2CNC(C)=O)cc1 | 1 | -4 | -2 | . |
| CC(=O)NC[C@@H]1[C@@H](c2ccc(-c3cccc(F)c3)cc2)[C@@H](CO)N1C(=O)C1CC1 | -2 | 12 | 0 | . |
| C/C=C/c1ccc2c(c1)[C@H]1[C@H](CCN1C(=O)c1cccc(F)c1)[C@H](CO)N2 | 0 | -11 | 9 | . |
| O=C(C[C@H]1C=C[C@H](NC(=O)c2ccc3c(c2)OCO3)[C@H](CO)O1)NC1Cc2ccccc2C1 | -2 | -9 | -17 | . |
| O=C(NC1CCCC1)N1CC2(C1)[C@H](c1ccccc1)[C@H](CO)N2CC1CCCC1 | -6 | -7 | 12 | . |
| O=C(C1CCC1)N1CC2(C1)[C@H](c1ccccc1)[C@@H](CO)N2CCC(F)(F)F | -1 | 0 | 6 | . |
| COc1ccc(-c2ccc3c(c2)[C@@H]2[C@@H](CCN2Cc2ccccc2F)[C@H](CO)N3)cc1 | -2 | -1 | 3 | . |
| COc1ccc(-c2ccc(C3[C@H]4CNC[C@@H]3N4Cc3nccs3)cc2)cc1 (stereo partly drawn) | -2 | 6 | 18 | . |
| COCC(=O)Nc1ccc2c(c1)OC[C@H](C)N(C)C[C@H](C)[C@@H](OC)CN(C)C2=O | -17 | -14 | -6 | . |
| C/C=C/c1ccc([C@H]2[C@@H](CO)N(C(C)=O)[C@@H]2CNC(=O)NCCC)cc1 | -1 | -13 | -29 | . |
| CO[C@@H]1CN(C)C(=O)c2ccc(NC(C)=O)cc2OC[C@@H](C)N(CC2CC2)C[C@H]1C | -4 | 1 | -2 | . |
| C/C=C/c1ccc2c(c1)[C@H]1[C@H](CCN1C(=O)c1ccc(F)cc1)[C@H](CO)N2 | -2 | 1 | -2 | . |

Quoted at random: 4 records from the list, in no set order.
| SMILES | CASP6 VEID inh | FN deposit inh | LGR2 antag | PAX8 inh HTS |
| --- | --- | --- | --- | --- |
| C/C=C/c1ccc([C@H]2[C@@H](CO)N(C(C)=O)[C@@H]2CNC(=O)NCCC)cc1 | -1 | -13 | -29 | . |
| CO[C@@H]1CN(C)C(=O)c2ccc(NC(C)=O)cc2OC[C@@H](C)N(CC2CC2)C[C@H]1C | -4 | 1 | -2 | . |
| C/C=C/c1ccc2c(c1)[C@H]1[C@H](CCN1C(=O)c1ccc(F)cc1)[C@H](CO)N2 | -2 | 1 | -2 | . |
| COCC(=O)Nc1ccc2c(c1)OC[C@H](C)N(C)C[C@H](C)[C@@H](OC)CN(C)C2=O | -17 | -14 | -6 | . |
